High-throughput results: PubChem BioAssay, several laboratories
Pemphigus Ab inh = blocks pemphigus antibody binding to human desmoglein-3 | DSG3-coupled beads, scFv-anti-DSG3-GFP binding, flow cytometry; active compounds read low | binding (percent of control), % at 10 µM | 310,000 tested, 0.48% active | AID 588358;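 active = binding more than 3 SD below its plate's average and above zero; inconclusive = below that plate limit but binding exactly zero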;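 note: hits lower antibody fragment binding to DSG3; some compounds called inactive have numbers as strong as hits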
dFosB act = activators of mouse delta FosB homodimer. P13346. purified delta FosB, TAMRA-CDK5 oligo fluorescence polarization; percent of positive-control signal above neutral wells. activation, % at 25 µM. 340,000 tested, 0.99% active. AID 493131;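 active = mean activation above about 17%, with every replicate also reaching it, limit read from the data, passing the limit was not always enough; inconclusive = only one of the two conditions met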;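 note: fluorescence polarization rise as delta FosB binds a TAMRA Cdk5 AP-1 oligo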
SR-BI DiI inh = blocks mouse SR-BI lipid uptake from DiI-HDL; ldlA[mSR-BI] CHO cells, DiI-HDL uptake fluorescence, 3 h; 320,000 tested, 0.96% active; inhibition, % at 12.5 µM;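 active = mean replicate inhibition of at least 70% and a set share of replicates each scoring 70 or more; inconclusive = meets just one of the two criteria; inactive = fails both criteria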;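 note: 0% = median of neutral control wells and 100% = median of positive control wells; values of inactives mirror those of a sister screen read the other way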
Target sequence (Q61009 whole entry, looked up): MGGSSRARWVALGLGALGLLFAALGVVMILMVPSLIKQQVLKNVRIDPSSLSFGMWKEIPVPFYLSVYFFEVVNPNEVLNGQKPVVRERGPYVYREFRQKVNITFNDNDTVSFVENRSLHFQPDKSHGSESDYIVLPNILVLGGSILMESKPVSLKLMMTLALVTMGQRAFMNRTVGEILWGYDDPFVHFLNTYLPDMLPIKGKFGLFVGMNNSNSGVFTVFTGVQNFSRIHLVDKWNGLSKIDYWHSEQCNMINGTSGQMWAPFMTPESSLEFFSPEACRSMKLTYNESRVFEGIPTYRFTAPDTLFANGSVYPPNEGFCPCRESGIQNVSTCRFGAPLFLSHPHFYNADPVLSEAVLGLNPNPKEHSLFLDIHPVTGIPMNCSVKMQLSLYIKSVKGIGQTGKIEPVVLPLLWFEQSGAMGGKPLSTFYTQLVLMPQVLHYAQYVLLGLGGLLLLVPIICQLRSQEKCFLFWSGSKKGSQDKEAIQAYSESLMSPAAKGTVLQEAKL
MITF TRPM1 HTS = MITF TRPM1 promoter activation in melanoma cells | SK-MEL-5 TRPM1-promoter luciferase, 24 h; % of positive control, neutral wells = 0 | activation, % at 12.5 µM | 300,000 tested, 0.75% active;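 active = mean activation of at least 80% with every replicate also reaching 80%; inconclusive = mean reaches 80% but some replicate falls short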;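 note: 0% = neutral control wells and 100% = parthenolide positive control wells; values of inactives mirror those of a sister screen read the other way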
CDK5 inh = inhibitors of human CDK5/p35 kinase; Q00535+Q15078; Recombinant CDK5/p35, ADP-Glo luminescence, 60 min; inhibition, % at 10 µM; 330,000 tested, 0.01% active;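 active = highest replicate inhibition of at least 50% and at least 75% of replicates reaching 50%; inconclusive = only one of the two criteria met; inactive = both criteria failed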;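 note: plate controls were DMSO neutral control for no effect and GW8510 at 10 µM for full effect; many of its hits are not listed in these tables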
NSD2 HMT inh = inhibitors of human histone methyltransferase NSD2. O96028. NSD2 peptide methylation, AlphaScreen, 120 min. inhibition, % at 12.5 µM. 310,000 tested, 0.54% active; in the data active = inhibition above about 50%
PKA-R1A activ = activators of PKA-R1A complex; P00514+P68181; PKA-R1A dissociation, Cy5-IP20 fluorescence polarization; scaled: DMSO 0%, 113 µM cGMP 100%; activation, % at 11.4 µM; 340,000 tested, 0.083% active;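 active = percent activation above the mean of all tested compounds plus 3 SD, cut at about 19% in these data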;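 note: higher means more PKAc released from R1A so a rise in polarization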
SR-BI DiI-HDL act = enhances SR-BI lipid uptake from DiI-HDL | CHO ldlA[mSR-BI] cells, DiI-HDL uptake fluorescence, 3 h; 100 = double the neutral-control signal | activation, % at 12.5 µM | 320,000 tested, 0.096% active | AID 504775;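 active = mean replicate activation of at least 60% and every replicate at or above 60%; inconclusive = mean or all-replicate condition met, but not both; inactive = mean below 60% and not all replicates reaching 60%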;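 note: 0% = median plate neutral-control signal and 100% = twice that signal; values of inactives mirror those of a sister screen read the other way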
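System: LDL receptor-deficient CHO ldlA cells overexpressing murine SR-BI | Timing: 3 h uptake period with compound, 37 °C | Medium: HEPES-buffered (25 mM, pH 7.4) F12 plus 0.5% BSA | Dosing: Single-point compound dose | Signal: Bottom-read fluorescence, 550/595 nm | Read-out: Retained DiI signal reflecting DiI-HDL uptake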
SUMO Mot1 rescue = blocks SUMOylation pathway, rescuing yeast Mot1-301 growth; S. cerevisiae Mot1-301 growth rescue, ATP luminescence, 38.5C; percent above DMSO median, 100 means doubled; growth rescue, % at 18.8 µM; 320,000 tested, 1% active; AID 2716;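 active = every valid replicate shows activation above 250% relative to neutral control wells; inactive = the rest, any valid replicate at or below 250%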;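 note: OY570 slx delta 5 strain wells were the positive control but not used for scaling; some compounds called inactive have numbers as strong as hits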
PKA-R2B act = activators of human PKA-R2B complex; PKA-R2B holoenzyme dissociation, Cy5-IP20 fluorescence polarization; R2B truncated from residue 108, S112A mutant; 0% DMSO only, 100% 113 µM cGMP; activation, % at 11.4 µM; P22694+P31323; 340,000 tested, 0.079% active; AID 504700;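 active = activation above a cutoff set at the mean over all compounds plus 3 SD, cut at about 18% in these data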;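 note: higher means more holoenzyme dissociation and a rise in polarization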
Target sequence (P31323 whole entry, looked up, other chains not shown, the tested form may be a part): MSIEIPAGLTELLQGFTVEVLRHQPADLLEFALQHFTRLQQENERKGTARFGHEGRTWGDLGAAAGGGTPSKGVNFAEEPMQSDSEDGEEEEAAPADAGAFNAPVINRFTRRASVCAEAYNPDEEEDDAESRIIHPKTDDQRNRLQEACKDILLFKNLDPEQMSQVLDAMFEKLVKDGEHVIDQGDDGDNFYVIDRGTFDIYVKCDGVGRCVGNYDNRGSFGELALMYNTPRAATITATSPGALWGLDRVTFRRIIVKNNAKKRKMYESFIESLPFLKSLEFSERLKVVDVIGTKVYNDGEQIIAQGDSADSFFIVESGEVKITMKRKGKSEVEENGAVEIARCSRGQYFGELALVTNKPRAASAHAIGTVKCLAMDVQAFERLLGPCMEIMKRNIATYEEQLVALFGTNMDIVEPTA
Arr AP2 block = human beta-arrestin and AP2 interaction inhibition. FITC-arrestin peptide / GST-AP2 beads, flow cytometry; AP2 beta2 appendage carries R879A mutation. inhibition, % at 10 µM. 340,000 tested, 0.31% active. AID 504490;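 active = inhibition above a set limit, near 3 SD of compounds lacking own fluorescence, cut at about 54% in these data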;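 note: plate controls were DMSO wells for no effect and 5 µM unlabelled arrestin peptide for full effect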
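Measured by: flow cytometry, FL1 (488/535 nm); Material: AP2 appendage R879A on GSH beads; Evaluation: percent response; Timing: pre-incubation 12 min, peptide binding 1 h, room temperature; Also added: 50 nM FITC-arrestin peptide; Medium: PBS with 0.05% Tween 20 and 0.1% BSA.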
An asterisk follows results filed as active; ? = inconclusive; . = no result given. Random draw from the library; any-hit rate near 4.7%.

SMILES	Pemphigus Ab inh	dFosB act	SR-BI DiI inh	MITF TRPM1 HTS	CDK5 inh	NSD2 HMT inh	PKA-R1A activ	SR-BI DiI-HDL act	SUMO Mot1 rescue	PKA-R2B act	Arr AP2 block
COCCCNC(=O)c1oc2ccc(S(=O)(=O)N3CCOCC3)cc2c1C	105.2	-0.9	.	0.8	-1.6	-3.4	-3.4	.	18.1	3.5	5.7
COc1ccc(-c2[nH]ncc2CN2CCN(C3CCCCC3)C(=O)C2)cc1F	100.6	-9.1	-10.1	0.7	-0.7	-1.1	0.6	10.1	1.7	-5.5	-13.7
COC(=O)C1=C(NC(=O)C2CCCCC2)CCS1	108.0	-6.2	14.8	1.2	2.6	16.8	-6.3	-14.8	.	-10.2	1.6
COc1ccc2c(c1)-c1nc(/N=C/c3ccccc3O)sc1CC2	96.3	-2.4	-11.1	3.3	0.1	32.4	-3.1	11.1	19.2	11.1	0.6
CC(=O)Nc1ccccc1NC(=O)c1ccccc1-c1ccccc1	99.7	-7.2	-16.0	.	3.3	-1.5	-15.2	16.0	-5.6	-13.6	6.4
O=C(CNC(=O)c1ccccc1)NC1(C(=O)NC2CCCC2)CCCCC1	99.4	-1.0	0.2	.	-1.9	2.0	9.4	-0.2	11.9	-5.2	22.3
Cc1onc(-c2ccccc2)c1C(=O)Nc1cc(C(F)(F)F)ccc1N1CCOCC1	75.4	-6.4	-19.5	-20.9	-0.6	-2.6	-11.4	19.5	-15.8	-7.4	5.3
CC1=C(C(N)=O)C(c2ccccc2)n2nc(-c3ccncc3)nc2N1 (centres undefined)	100.8	-0.1	12.8	0.5	-2.4	8.0	0.2	-12.8	-27.8	-6.0	-5.2
O=C(OCc1ccccc1)c1cc(S(=O)(=O)N2CCCCC2)ccc1N1CCOCC1	94.4	-7.2	-4.8	-10.5	2.0	-3.2	-7.9	4.8	-2.6	-14.3	2.2
CCOc1ccccc1CN1C(=O)C2(OCCO2)c2ccccc21	120.7	-4.3	-9.5	.	1.9	-2.2	-0.1	9.5	-6.3	-7.1	1.7
COc1ccc(S(=O)(=O)N2CCc3ccccc32)cc1C(=O)OCc1nnc(-c2ccccc2)o1	92.7	-11.1	0.2	.	-1.8	-2.6	-6.7	-0.2	140.8	-1.4	1.8
COc1ccccc1CNc1ccc([N+](=O)[O-])cc1C	101.3	-7.2	23.9	-10.5	1.4	-1.8	.	-23.9	-10.1	.	15.8
COCCn1c(CN2CC(C)CC(C)C2)nc2c1c(=O)n(C)c(=O)n2C (centres undefined)	99.1	-6.4	-31.7	-0.3	0.6	.	-9.8	31.7	-4.2	-1.2	-7.5
O=C(NN1C(=O)NC2(CCCCC2)C1=O)c1ccc(Cl)s1	99.8	0.9	15.4	0.6	1.1	-0.1	0.5	-15.4	-6.2	-0.8	8.8
CCN(CC)CCCNC(=O)CCc1c(C)n(CC)c2cc(-c3ccccc3OC)nn2c1=O	92.1	-9.9	-11.6	-6.3	-0.5	6.3	1.9	11.6	22.5	3.3	-14.9
CCOc1ccccc1NC(=O)c1cc2ccccc2oc1=O	107.4	-3.5	33.8	0.0	-0.2	-5.1	-1.3	-33.8	9.2	-3.3	10.3
O=C(c1ccc(N2CCCCC2)c([N+](=O)[O-])c1)N(c1ccccn1)c1ccccn1	117.6	7.2	-19.3	6.9	-0.1	9.3	7.0	19.3	-15.3	-0.2	4.5
CCOc1ccc(CC(=O)N2N=C(C)CC2(O)C(F)(F)F)cc1 (centres undefined)	120.1	0.8	-11.5	5.9	-3.2	2.3	-1.7	11.5	3.1	-1.8	2.6
O=C(CSc1nc2ccccc2c(=O)n1-c1ccccc1)N1CCc2ccccc2C1	113.0	-0.1	-4.0	-15.2	0.5	9.1	-1.8	4.0	-20.6	-3.6	1.7
CCOC(=O)N1C2c3ccccc3C(c3ccccc32)N1C(=O)OCC	114.7	-4.6	5.6	13.3	-2.9	-2.0	6.5	-5.6	.	-8.7	-5.5
Cc1cccc(C(=O)N(NC(=O)Oc2ccccc2)C(C)(C)C)c1	87.1	-11.1	-5.6	4.3	-1.3	-2.3	7.9	5.6	-11.1	4.9	9.6
CC(=O)Nc1ccc(C#Cc2ccc(NC(C)=O)cc2)cc1	99.7	-1.9	25.8	10.9	0.9	-1.3	-9.9	-25.8	223.3	-18.2	-1.9
COc1cccc(NC(=O)Nc2cccs2)c1	98.9	-10.9	3.9	31.5	0.7	-3.2	-12.1	-3.9	136.1	-3.4	8.1
Cc1n[nH]c(=O)c2c(NC(=O)CSc3ccccc3F)oc(C)c12	98.4	-1.6	-34.2	6.2	1.5	4.3	-16.3	34.2	25.8	-10.2	38.9
CCCc1nnc(NC(=O)CCC(=O)N2CCCCC2CC)s1 (centres undefined)	100.0	-6.3	-19.1	8.4	-0.3	0.4	-8.8	19.1	-6.7	-9.3	7.8
Cc1cc(C)nc(SCc2cc(=O)c(OC(=O)c3ccc(S(=O)(=O)N4CCCC4)cc3)co2)n1	99.5	0.5	-4.8	-13.3	0.4	-1.5	-8.3	4.8	-3.5	7.4	6.0
CCOC(=O)Cn1cc(-c2ccccc2)nn1	97.7	-10.3	0.8	-9.3	0.6	-1.0	-10.0	-0.8	0.9	-11.5	1.4
Cc1ccccc1C(=O)Nc1cccc(C(=O)N/N=C/c2ccccn2)c1	95.2	-11.0	24.3	15.1	0.1	.	-3.0	-24.3	0.7	-5.2	-4.4
N=C1/C(=C/c2ccc(-c3cccc(C(=O)O)c3)o2)C(=O)N=C2SC(CC(=O)N3CCOCC3)=NN12	104.2	-8.7	-3.1	13.0	-1.2	83.6*	2.9	3.1	-21.7	-5.2	-3.0
CCOC(=O)c1c(NC(=O)CC2SC(N)=NC2=O)sc2c1CCCC2 (centres undefined)	95.7	-13.5	0.6	-7.8	0.2	2.9	-7.8	-0.6	-4.8	5.7	13.2
COc1cc(C)c(CN2CCC(Cc3ccccc3)CC2)cc1C	98.0	3.3	1.7	.	0.5	-2.9	7.8	-1.7	12.1	9.3	39.9
Cc1ccc(-c2nnc(SCC(=O)O)n2N)cc1	99.4	-14.3	-14.3	8.1	5.0	0.0	9.6	14.3	192.3	3.6	4.7
COCCn1c(COc2ccc(C)cc2)nc2ccccc21	99.6	-2.0	30.0	33.8	0.1	-5.3	-3.0	-30.0	.	-12.9	20.3
Cc1cc2n(c(=O)c1C#N)CCCN2c1ccccc1	113.4	-5.6	-9.0	1.8	0.3	-1.6	-5.5	9.0	-8.3	-5.7	6.7
CCC(=O)OCCNc1cc(Sc2nccn2C)c2nonc2c1[N+](=O)[O-]	102.1	-12.8	-25.4	-89.4	0.2	.	15.4	25.4	10.0	8.9	17.0
C/C=C(/C)C(=O)OC1Cc2c(ccc3ccc(=O)oc23)OC1(C)C (centres undefined)	101.5	-0.5	12.4	-16.4	-0.9	.	-17.4	-12.4	-10.7	4.0	12.3
COc1ccc(NC(=O)CN2C(=O)NC(c3ccccc3)(c3ccccc3)C2=O)cc1OC	90.8	-9.1	-2.3	13.9	1.1	-2.6	2.7	2.3	-8.9	-13.7	8.8
O=C(O)c1ccccc1CSc1nc2ccccc2[nH]1	97.0	1.6	-17.4	0.9	3.1	-1.2	-4.0	17.4	-4.6	4.3	31.8
CCN(CC)CCNc1ccc(CO)c2sc3ccccc3c(=O)c12	99.0	4.3	6.0	-26.2	-1.5	.	4.4	-6.0	24.9	12.5	4.9
CCCc1ccc2oc(C(=O)NCCCN3CCOCC3)c(C)c2c1	104.8	-18.0	14.1	62.5	0.7	-1.5	-1.2	-14.1	-3.7	4.4	26.1
CCOC(=O)C1C(c2cccc(F)c2)NC(=S)NC1(O)C(F)(F)F (centres undefined)	98.6	2.3	-8.6	-0.1	2.0	-1.3	0.1	8.6	11.8	-6.0	7.7
COCCSc1nnc(NC(=O)Cc2ccc(OC)c(OC)c2)s1	102.7	-1.7	-11.5	-11.0	-3.2	-0.7	-2.3	11.5	10.8	1.5	2.7
CCOc1ccc(-n2c(=O)c3sccc3n(CC(=O)NCCc3ccc(OC)c(OC)c3)c2=O)cc1	98.0	8.1	.	4.0	-2.9	-0.6	12.3	.	-2.3	8.8	3.1
O=C(COc1ccc(C(=O)c2ccccc2)cc1)NCC(=O)Nc1ccccc1Br	82.2	1.3	-4.2	-1.4	-2.1	-1.4	-3.9	4.2	23.3	-1.0	-8.9
CCOc1ccc(N(CC(=O)N2CCN(c3ccccc3)CC2)S(=O)(=O)c2c(C)noc2C)cc1	109.9	-11.2	2.1	-3.4	0.1	.	1.6	-2.1	5.1	3.3	5.3
N#Cc1ccc(S(=O)(=O)N2CCN(c3ncccn3)CC2)cc1	.	7.4	-27.6	.	-0.4	-4.8	7.5	27.6	-4.3	-2.9	41.4
Cc1ccccc1NC(=O)CC(=O)Nc1ccccc1C	102.1	-1.2	-4.6	-11.1	0.4	-1.8	-1.4	4.6	5.3	-0.1	-13.7
CCc1ccn2cc(-c3ccc4c(c3)OCO4)nc2c1	97.6	-1.4	8.7	.	7.6	1.4	.	-8.7	-11.6	.	-4.6
Cc1ccc(C)c(N2CCN(CCCNC(=O)Cn3c(=O)c4cccn4c4cccnc43)CC2)c1	107.7	-16.2	?	2.5	0.4	1.3	2.0	-70.2	-1.4	-6.6	6.0
COc1cc(C(=O)Oc2ccc(/C=N/NC(=O)c3ccncc3)cc2)cc(OC)c1OC	104.4	-14.9	72.9*	1.4	0.9	0.4	3.1	-72.9	0.4	15.1	-3.4

Look-ups from the results shown:
N#Cc1ccc(S(=O)(=O)N2CCN(c3ncccn3)CC2)cc1 | PKA-R1A activ = 7.5
CCc1ccn2cc(-c3ccc4c(c3)OCO4)nc2c1 | Arr AP2 block = -4.6
